p47phox inh – p47phox (human) inhibition. inhibition, % at 24.7 µM. AID 1274. P14598. p47phox/p22phox peptide binding, fluorescence polarization, 2 h. 220,000 tested, 0.53% active;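 active = inhibition above about 30%, limit read from the data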;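 also: 0% = p47phox with labelled peptide and 100% = labelled peptide alone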
14-3-3 Bad PPI – disrupts binding of bovine 14-3-3 zeta to phospho-Bad peptide. P63103. TR-FRET 14-3-3zeta/Dy647-pBad peptide displacement, 1 h. inhibition, % at 21.7 µM. 220,000 tested, 0.71% active. AID 781;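 active = inhibition above about 70%, limit read from the data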;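 also: 0% = full 14-3-3 plus peptide FRET controls and 100% = background without 14-3-3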
Target sequence (P63103 whole entry, looked up): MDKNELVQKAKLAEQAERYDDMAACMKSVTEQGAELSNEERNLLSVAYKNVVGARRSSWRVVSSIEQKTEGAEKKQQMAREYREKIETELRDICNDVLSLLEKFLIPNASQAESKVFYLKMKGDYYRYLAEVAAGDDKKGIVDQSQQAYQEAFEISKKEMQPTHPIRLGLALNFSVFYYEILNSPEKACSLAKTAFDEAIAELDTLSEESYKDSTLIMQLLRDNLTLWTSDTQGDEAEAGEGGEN
Runt-SMMHC FRET – blocks binding of human RUNX1 Runt domain to CBFb-SMMHC; Cerulean-Runt/Venus-CBFb-SMMHC FRET ratio 530/480, 1 h; inhibition, % at 20 µM; 220,000 tested, 0.74% active;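 active = mean inhibition across duplicate retests at 20 µM reaching about 50%, limit read from the data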;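 also: 0% = DMSO wells and 100% = wells with excess untagged CBFb-SMMHC; inhibitors lower the FRET ratio by blocking Runt binding to CBFb-SMMHC; some results filed as inactive read as strong as hits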
Target sequence (Q01196 whole entry, looked up, the tested form may be a part): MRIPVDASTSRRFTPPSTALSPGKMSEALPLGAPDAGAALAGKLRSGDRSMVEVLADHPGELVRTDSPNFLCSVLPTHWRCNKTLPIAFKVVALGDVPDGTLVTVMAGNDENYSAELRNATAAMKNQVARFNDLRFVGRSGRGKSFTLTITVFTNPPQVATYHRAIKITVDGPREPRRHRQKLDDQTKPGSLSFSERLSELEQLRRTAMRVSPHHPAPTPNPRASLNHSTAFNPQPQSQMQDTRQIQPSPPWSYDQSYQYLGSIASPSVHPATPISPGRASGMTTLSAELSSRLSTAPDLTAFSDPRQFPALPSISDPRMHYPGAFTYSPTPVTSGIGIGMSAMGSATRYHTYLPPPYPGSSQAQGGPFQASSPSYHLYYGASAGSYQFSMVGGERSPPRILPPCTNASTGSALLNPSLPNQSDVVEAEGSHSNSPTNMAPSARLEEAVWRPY
Target sequence (Q13951 whole entry, looked up, the tested form may be a part): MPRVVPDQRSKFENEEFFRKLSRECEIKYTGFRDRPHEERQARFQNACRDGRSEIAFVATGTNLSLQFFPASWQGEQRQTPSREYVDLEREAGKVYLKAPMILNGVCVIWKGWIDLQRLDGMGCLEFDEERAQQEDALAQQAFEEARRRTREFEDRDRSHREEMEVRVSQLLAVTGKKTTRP
Hck-Nef inh – human Hck-Nef kinase inhibition; P08631; Recombinant Hck-YEEI plus Nef, Z-Lyte FRET kinase assay; inhibition, % at 20 µM; 220,000 tested, 0.68% active; AID 463187;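 active = Hck-Nef kinase inhibition above about 50%, limit read from the data; inactive = inhibition below that limit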;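 also: 0% = DMSO with Hck plus Nef and 100% = Hck alone without Nef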
TbHK1 inh – blocks Trypanosoma brucei hexokinase 1 activity | inhibition, % at 10 µM | 220,000 tested, 0.11% active | recombinant TbHK1, G6PDH-coupled NADH A340;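 active = inhibition of 50% or more in the single-dose primary screen; inactive = inhibition below 50%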
EBV gp42 inh – inhibitors of Epstein-Barr virus glycoprotein 42 | Q1HVG2 | Fluorescence polarization binding assay, mP read-out | inhibition, % (tested at 21.74 µM) | 220,000 tested, 0.42% active; in the data active = inhibition above about 50%
L929 necroptosis – L929 zVAD cell death inhibition. L929 zVAD necroptosis rescue, ATP luminescence, 24 h; with zVAD 60 µM. viability rescue, % at 10 µM. 220,000 tested, 0.38% active;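 active = activation, scaled between plate controls, above about 75%, limit read from the data; inactive = activation under that limit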;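 also: 0% = zVAD with DMSO and 100% = DMSO alone without zVAD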
Mdm2 ligase inh – blocks human Mdm2 ubiquitin ligase activity. Q00987. cell-based MDM2 ubiquitination luciferase reporter, 2 h; 0 = plate control, 100 = twice control, blank-subtracted. signal enhancement, % at 5 µM. 210,000 tested, 0.11% active. AID 1230;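 active = signal enhancement of 30% or more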;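 also: luminescence tracks abundance of the self-degrading MDM2-luciferase fusion protein; higher signal means inhibition of MDM2 E3 ligase activity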
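system = mammalian cells stably expressing self-ubiquitinating, self-degrading MDM2 E3–luciferase fusion | quantity = 2000 cells per well seeded | incubation = 4 h cell settling then 2 h compound exposure, 37 °C | signal = SteadyLite luminescence, 15 min reagent step | benchmarks = plate control and blank wells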
Runt-CBFb FRET – Runt domain-CBFb interaction inhibition | Cerulean-Runt/Venus-CBFb FRET ratio 530/480, 1 h | inhibition, % at 20 µM | 220,000 tested, 0.46% active;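 active = inhibition over about 50% at 20 µM in the single-dose screen, limit read from the data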;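 also: 0% = DMSO wells and 100% = excess unlabeled CBFb competitor control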
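test system = Cerulean-Runt domain fusion protein, energy donor | probe or stimulus = Venus-CBFb binding partner, 100 nM | incubation = two 1 h room-temperature incubations shielded from light | detection = fluorescence energy transfer, 422 nm excitation, 530/480 nm emission | measure = loss of energy transfer signal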
* = called active by the depositor; . = no result given; [ ] = another dose, or the depositor's remark.

Below each compound: p47phox inh	14-3-3 Bad PPI	Runt-SMMHC FRET	Hck-Nef inh	TbHK1 inh	EBV gp42 inh	L929 necroptosis	Mdm2 ligase inh	Runt-CBFb FRET
> COc1ccc(N2CC(O)=C(c3n(C)c4ccccc4[n+]3C)C2=N)cc1
→ -13	4[fluorescence artefact?]	-2	-19	-2	-24	0.0	-9	1
> C=CCn1c(SCC(=O)NCCc2ccccc2)nnc1C(C)NC(=O)c1cccs1 (centres undefined)
→ 7	6[fluorescence artefact?]	0	1	5	-8	-0.1	-4	-2
> CCOC(=O)N1CCN(S(=O)(=O)c2ccc(F)c(C(=O)Nc3ccc(C)c(Cl)c3)c2)CC1
→ -14	-4	4	2	-9	-4	.	0	-4
> C[C@H](O)CC1=C[C@H](O)[C@@H](C)OC1=O
→ -4	7	0	12	-4	-14	0.1	1	-1
> COc1ccc(CCn2c(-c3cccc([N+](=O)[O-])c3)nc3nc4ccccc4nc32)cc1OC
→ -2	-2	1	1	-2	-11	0.8	-12	-4
> NCCOc1ccccc1-c1ccccc1
→ -1	1	0	1	0	11	-0.7	-13	1
> OC1CN=C2CCCc3c2n(c2ccc(Cl)cc32)C1 (centres undefined)
→ -2	-11[fluorescence artefact?]	-19	-2	-28	-14	.	-11	-2
> CCOC(=O)C(=Nc1ccccc1)NO
→ 1	-3	4	4	4	-6	0.6	16	-3
> COc1ccccc1NS(=O)(=O)c1ccc(C)c(NC(=O)c2ccc(S(=O)(=O)N3CCCCCC3)cc2)c1
→ -16	3	6	-2	3	7	0.2	-7	0
> S=c1[nH]nc(-c2cc(-c3ccccc3)n[nH]2)n1/N=C/C=C/c1ccco1
→ -37	5	11	71*	0	-6	-0.7	-4	26
> O=C1C(NS(=O)(=O)c2cccs2)=C(N2CCN(Cc3ccccc3)CC2)C(=O)c2ccccc21
→ -7	-6	-15	-17	-10	36	2.3	-12	-1
> CCn1cc(/C=N\NC(=O)c2cc(-c3ccccc3OC)nc3ccccc23)c(C)n1
→ 3	5[fluorescence artefact?]	3	0	-15	7	0.3	6	-7
> O=C(CCCOc1ccccc1)Nc1ccc(S(=O)(=O)Nc2ccccn2)cc1
→ -6	-2	-2	17	-4	-25	-0.7	-5	10
> COc1ccc(-n2cc(CN[C@H]3CCCCNC3=O)c(-c3cccc(F)c3)n2)cc1
→ -6	-8	2	-21	-6	-14	-0.4	-16	0
> CCCC(c1nnnn1Cc1ccc(OC)cc1)N1CCC(C(N)=O)CC1 (centres undefined)
→ -20	75*	4	2	-2	-9	-0.1	-7	-4
> CCn1c(SCC(=O)N2CCOCC2)nc2oc3c(Cl)cc(Cl)cc3c(=O)c2c1=O
→ -25	-15	-57	4	-13	-3	2.6	-24	-17
> CC(C)(C)c1ccc(CCC(CC(=O)O)CC(=O)O)cc1
→ 8	-2	1	2	-29	5	1.6	-22	2
> Cc1c(C)c(C)c(CO/N=C/c2cccs2)c(C)c1C
→ -8	-8	4	12	-13	-11	0.4	-6	2
> COc1cccc(-c2cc(-c3cccnc3)nc(N)c2C#N)c1
→ -43	-1	9	12	-13	-25	0.0	-11	0
> CC(C)(C)OC(=O)NCCCCCc1nnc(SCc2ccccc2)o1
→ -5	3	2	7	-3	-8	0.2	-20	-3
> CN(Cc1ccccc1)C(=O)NC1CCCCC1
→ -10	-6[fluorescence artefact?]	-8	3	5	-8	1.8	5	2
> Cc1ccc(CNCC2CCCO2)o1 (centres undefined)
→ -7	15	2	0	0	-17	-0.1	-1	-3
> COc1ccc(NC(=S)NC(NC(=O)CCl)C(Cl)(Cl)Cl)c([N+](=O)[O-])c1 (centres undefined)
→ .	6	1	7	-9	7	-0.3	-2	11
> Cc1ccc(/C=C/C2=NN(C)C(=O)CC2)cc1
→ 3	-7	3	30	-43	-1	-0.2	-23	1
> COc1ccc(Nc2nc(N3CCN(C)CC3)nc3ccccc23)c(OC)c1
→ -11	-8	0	9	-8	-2	1.6	-23	2
> CCOC(=O)c1ccc(NC(=S)N2CCSC2c2ccc(Br)cc2)cc1 (centres undefined)
→ -12	-22	1	2	24	-6	2.2	13	4
> Cc1cc(C)c[n+](-c2[nH]c(=O)sc2/C=N/N=C(\N)[S-])c1
→ 5	-6	1	3	-51	13	2.6	-13	5
> CN(C)S(=O)(=O)c1ccc(NC(=O)COC(=O)CC2CC3CCC2C3)cc1 (centres undefined)
→ -6	-6	1	13	0	-5	0.5	-5	-1
> O=C(C1CCC(Cn2c(=S)[nH]c3ccccc3c2=O)CC1)N1CCN(c2ccccn2)CC1 (centres undefined)
→ -4	-13	3	23	-5	-22	-0.7	-2	-1
> CCCNS(=O)(=O)c1ccc(N2CCCC2=O)c([N+](=O)[O-])c1
→ 6	20[fluorescence artefact?]	4	3	0	1	0.0	4	2
> CCCC(=O)NC(=S)Nc1ccccc1OC
→ -6	-3	-2	-23	1	-11	-0.5	-19	1
> COC(=O)C1=NN[C@H](C(=O)OC)[C@H]1c1ccccc1
→ -9	-1	-3	6	4	-15	0.3	0	-1
> COc1cccc(C(=O)OC2CCN(C)CC2)c1
→ .	-1	1	-6	-1	-4	-0.3	-13	0
> CCOc1cc(NC(=O)C2CC2)c(OCC)cc1NC(=O)CCn1nnc2ccccc21
→ -7	-15	11	8	2	-10	0.8	24	2
> Nc1nc(-c2cc3ccccc3o2)cs1
→ 3	-3	-4	7	-3	6	0.5	-20	-1
> CCN(CC)C(=O)c1ccc(S(=O)(=O)NCc2cccnc2)cc1
→ 0	-6	-7	-1	-6	-11	-0.1	-3	1
> COC(=O)c1ccc(C(=O)OC)c(NC2=NS(=O)(=O)c3ccccc32)c1
→ -19	2	0	8	0	-16	-1.1	10	0
> CC1CCN(C(c2ccc(N(C)C)cc2)c2nnnn2Cc2ccc(F)cc2)CC1 (centres undefined)
→ -18	-11	-18	1	5	-25	0.4	-11	-10
> COc1cccc(/C=N/Nc2nc3ccccc3n3cnnc23)c1
→ -6	-9	-4	2	-5	-14	2.1	-6	-6
> CC(C)(C)c1nc(CN2CCCCC2)cc(CN2CCCCC2)c1O
→ -12	-4	0	6	12	-5	1.4	-7	-2

Sorted by length of the SMILES (smallest number first): part of the list above.
Below each compound: p47phox inh	14-3-3 Bad PPI	Runt-SMMHC FRET	Hck-Nef inh	TbHK1 inh	EBV gp42 inh	L929 necroptosis	Mdm2 ligase inh	Runt-CBFb FRET
> Nc1nc(-c2cc3ccccc3o2)cs1
→ 3	-3	-4	7	-3	6	0.5	-20	-1
> CCCC(=O)NC(=S)Nc1ccccc1OC
→ -6	-3	-2	-23	1	-11	-0.5	-19	1
> COc1cccc(C(=O)OC2CCN(C)CC2)c1
→ .	-1	1	-6	-1	-4	-0.3	-13	0
> COc1cccc(/C=N/Nc2nc3ccccc3n3cnnc23)c1
→ -6	-9	-4	2	-5	-14	2.1	-6	-6
> CC(C)(C)c1nc(CN2CCCCC2)cc(CN2CCCCC2)c1O
→ -12	-4	0	6	12	-5	1.4	-7	-2
> COC(=O)C1=NN[C@H](C(=O)OC)[C@H]1c1ccccc1
→ -9	-1	-3	6	4	-15	0.3	0	-1
> CCN(CC)C(=O)c1ccc(S(=O)(=O)NCc2cccnc2)cc1
→ 0	-6	-7	-1	-6	-11	-0.1	-3	1
> CCCNS(=O)(=O)c1ccc(N2CCCC2=O)c([N+](=O)[O-])c1
→ 6	20[fluorescence artefact?]	4	3	0	1	0.0	4	2
> CC1CCN(C(c2ccc(N(C)C)cc2)c2nnnn2Cc2ccc(F)cc2)CC1 (centres undefined)
→ -18	-11	-18	1	5	-25	0.4	-11	-10
> CN(C)S(=O)(=O)c1ccc(NC(=O)COC(=O)CC2CC3CCC2C3)cc1 (centres undefined)
→ -6	-6	1	13	0	-5	0.5	-5	-1
> CCOc1cc(NC(=O)C2CC2)c(OCC)cc1NC(=O)CCn1nnc2ccccc21
→ -7	-15	11	8	2	-10	0.8	24	2

(more compounds)
Below each compound: p47phox inh	14-3-3 Bad PPI	Runt-SMMHC FRET	Hck-Nef inh	TbHK1 inh	EBV gp42 inh	L929 necroptosis	Mdm2 ligase inh	Runt-CBFb FRET
> O=C(CCC(=O)N/N=C/c1ccccc1O)NCc1ccccc1
→ -3	-2	2	3	-8	-14	1.4	-9	2
> CCc1nnc(NS(=O)(=O)c2ccc(N/C=C(\C=O)c3nc4cc(Cl)ccc4o3)cc2)s1
→ -39	-2	5	30	-27	-8	17	4	-6
> Clc1ccc(CSc2cc3c(nn2)-c2ccccc2CC3)cc1
→ -8	10	2	0	5	7	0.6	-7	-3
> O=S(=O)(c1cccc2nsnc12)N1CCc2ccccc21
→ 2	1	-4	0	-8	-21	-0.8	-25	.
> CCCc1ccc(C(=O)NNc2cccc(C)c2)cc1
→ 4	-5	-2	0	-7	-12	-0.2	5	0
> CC(C)OCCCNC(=O)Cn1ncc2c(=O)oc3ccccc3c21
→ -11	5	-33	1	-1	-6	0.0	-5	-2
> COc1ccc(N2CCN(C(CNC(=O)C(=O)NCc3ccc4c(c3)OCO4)c3ccco3)CC2)cc1 (centres undefined)
→ 7	-12	3	18	-1	11	1.4	-31	0
> CC1CCN(S(=O)(=O)c2ccc3ncn(CC(=O)N4CCN(C)CC4)c(=O)c3c2)CC1
→ -9	-2	1	10	-6	3	1.0	-6	1
> O=C(CN1C(=O)CSc2ccc(S(=O)(=O)N3CCOCC3)cc21)NCCCN1CCc2ccccc2C1
→ -7	-8	2	0	28	3	0.2	-15	0
> O=C(CCCc1c[nH]c2ccccc12)Nc1ccc(S(=O)(=O)Nc2ncccn2)cc1
→ -35	-7	-2	22	2	-6	0.5	-3	0
> S=C(Nc1ccccc1)N(CCN1CCOCC1)Cc1cccc(Cl)c1
→ -5	-11	-8	8	-3	-4	-0.9	.	1
